NPC1 promoter act: activates the NPC1 promoter; Huh7 NPC1 promoter luciferase reporter, 24 h; Potency, µM (doses to about 9.22 µM), without a hit: at the top dose activation, hits mostly activators; hit rate 2.4% among 320,000; AID 485313;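 further: potency means the concentration at half of the fitted maximal effect; % of control where 0% means no effect; nearly all actives have a fitted effect of over 60% in size; reporter is driven by a mutant NPC1 promoter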
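Stably transfected Huh7 (NPC1 promoter→luciferase), 1500 cells/well in Opti-MEM + 10% FBS, 2 h settle, then compound 24 h at 37 °C. Luminescence after 10 min with Amplite reagent.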
BRCA1 expr up: increases BRCA1 expression. MCF7-BRCA1-FFLuc reporter, luminescence, 48 h; response scale: scaled: vehicle 0%, 10 µM genistein 100%. Potency, µM (highest dose often 46.1 µM), inactives show at the top dose activation, usual class: activators. hit rate 1.1% among 380,000; further: potency means the concentration at half of the fitted maximal effect; nearly all actives have a fitted effect of over 80% in size; some results filed as inactive show a strong effect at the top dose
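First, MCF7-BRCA1-FFLuc cells (2000/well) attach for 2 h; next, compounds are pin-added and incubated 48 h at 37 °C; finally, luciferase reagent is added and luminescence read after 15 min.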
p53 reactivation: restores transcriptional activity of mutant p53 | H1299 p53-A138V BP100-luciferase reporter, luminescence, 24 h | Potency, µM (highest dose often 92.2 µM), inactives show at the highest dose activity change, positive = activation, most hits filed as activators | hit rate 0.063% among 320,000 | AID 504706; further: potency means the concentration at half of the fitted maximal effect; % of control where 0% means no effect; nearly all actives have a fitted effect of over 45% in size
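p53-null H1299 cells stably carrying temperature-sensitive p53-A138V and a BP100-luciferase reporter were pinned with compounds (4-point, 1:5 series) and held 24 hrs at 37 deg C. Luminescence was read 10 min after detection reagent.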
FLuc counter: counter-screen for miR-21 project: firefly luciferase inhibitors or activators. P08659. purified FLuc, Km substrates, luminescence inhibition. Potency, µM (series often up to 57.5 µM), for the others: at the highest dose activity change, negative = inhibition, actives largely listed as inhibitors. hit rate 6.9% among 360,000. AID 588342;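 further: potency means the concentration at half of the fitted maximal effect; plate controls were vehicle for no effect and reference inhibitor for full effect; nearly all actives have a fitted effect of over 55% in size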
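Purified P. pyralis luciferase, 10 nM final, with Km-level 10 uM D-luciferin and 10 uM ATP in 50 mM Tris acetate pH 7.5, 10 mM Mg acetate, 0.01% Tween-20, 0.05% BSA; 6-point qHTS titration about 60 µM downward; luminescence read.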
RORg inh: blocks mouse ROR gamma transcriptional activity | hit rate 5.4% among 310,000 | P51450 | Drosophila S2 Gal4-RORgamma UAS-luciferase reporter, 20 h | Potency, µM (doses to about 53.6 µM), inactives show at the top dose activity change, negative = inhibition, most hits filed as inhibitors | AID 2551; further: potency means the concentration at half of the fitted maximal effect; on the % scale 0 is the no-effect control and ±100 the full control effect; nearly all actives have a fitted effect of over 60% in size
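In this cell-based reporter format, copper sulfate (700 uM final) drives Gal4–ROR gamma fusion expression from a metallothionein promoter in Drosophila Schneider cells; compounds preincubated 1 hr, reporter read after 20 hr at ambient temperature.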
TRPV1 ag: agonists of human vanilloid receptor 1 (TRPV1). TRPV1-expressing cells, Fluo-8 calcium influx, agonist mode. activation, % at 8.33 µM. hit rate 0.19% among 320,000; in the data active means activation above about 80%; inconclusive means between about 30% and that limit; further: 0% is about no effect
Target sequence (Q8NER1 whole entry, looked up): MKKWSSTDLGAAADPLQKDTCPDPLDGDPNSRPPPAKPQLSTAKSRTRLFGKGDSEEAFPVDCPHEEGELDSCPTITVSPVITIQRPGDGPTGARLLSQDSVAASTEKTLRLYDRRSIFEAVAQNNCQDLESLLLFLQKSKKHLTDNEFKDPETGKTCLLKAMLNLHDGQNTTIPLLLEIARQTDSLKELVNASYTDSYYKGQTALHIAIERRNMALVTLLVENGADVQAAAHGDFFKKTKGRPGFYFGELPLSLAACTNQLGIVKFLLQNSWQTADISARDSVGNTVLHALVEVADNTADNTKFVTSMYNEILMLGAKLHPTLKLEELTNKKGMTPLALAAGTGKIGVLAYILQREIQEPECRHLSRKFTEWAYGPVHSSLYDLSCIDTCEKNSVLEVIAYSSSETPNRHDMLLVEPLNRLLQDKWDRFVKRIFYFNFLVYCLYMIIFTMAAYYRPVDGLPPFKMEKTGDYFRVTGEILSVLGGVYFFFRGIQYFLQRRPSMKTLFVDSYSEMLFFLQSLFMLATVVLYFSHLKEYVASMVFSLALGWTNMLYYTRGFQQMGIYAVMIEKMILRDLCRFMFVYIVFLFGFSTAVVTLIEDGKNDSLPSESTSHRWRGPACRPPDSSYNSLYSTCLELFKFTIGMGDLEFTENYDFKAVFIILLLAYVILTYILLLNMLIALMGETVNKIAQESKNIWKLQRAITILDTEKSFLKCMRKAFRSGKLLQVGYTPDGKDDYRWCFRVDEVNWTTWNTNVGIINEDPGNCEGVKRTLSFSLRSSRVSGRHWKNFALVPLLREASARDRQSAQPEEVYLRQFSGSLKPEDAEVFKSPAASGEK
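Fluo-8 calcium influx in TRPV1-expressing cells, kinetic read (ex 480/em 520 nm). Compound added and read 3 min for agonist activity, followed by capsaicin at EC20 final and 2 min further read for enhancement.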
Gal4-VP16 FLuc: Gal4-VP16 reporter inhibition counter-screen | Drosophila S2 Gal4-VP16 UAS-luciferase, luminescence, 20 h | Potency, µM (titrated, usually from 53.6 µM), without a hit: top-dose activity, negative = inhibition, hits mostly inhibitors | hit rate 3.5% among 310,000;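 further: Gal4-VP16 expression switched on by copper sulfate through the metallothionein promoter; potency means the concentration at half of the fitted maximal effect; on the % scale 0 is the no-effect control and ±100 the full control effect; nearly all actives have a fitted effect of over 50% in size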
Rab9 prom act: Rab9 promoter activation; Potency, µM (top dose mostly 9.22 µM), for the others: at the top dose activation, negative = inhibition, usual class: activators; Huh7 Rab9 promoter-luciferase reporter, luminescence, 24 h; AID 485297; hit rate 2.8% among 320,000; further: potency means the concentration at half of the fitted maximal effect; % of control where 0% means no effect; nearly all actives have a fitted effect of over 60% in size
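Quantitative HTS format; Huh7 Rab9-luciferase reporter cells (1500/well) receive compound 2 h post-plating, incubate 24 h at 37 °C, then get luciferase reagent for 10 min before luminescence reading.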
ELG1 repair inh: inhibitors of ELG1-dependent DNA repair in HEK293T cells. HEK293T ELG1-luciferase reporter, luminescence, 16 h; DNA damage induced by 5-fluorouridine. hit rate 2.3% among 330,000. Potency, µM (top dose mostly 46.1 µM), inactives show at the top dose activity change, negative = inhibition, usual class: inhibitors; further: potency means the concentration at half of the fitted maximal effect; on the % scale 0 is the no-effect control and ±100 the full control effect; nearly all actives have a fitted effect of over 55% in size
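DMSO vehicle served as the neutral condition. Each well held 2,000 cells given 5-fluorouridine plus compound; after 16 hr at 37 °C/5% CO2, ONE-Glo was added and luciferase measured 30 min later.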
ELG1 genotox: inducers of genotoxicity in HEK293T ELG1-luciferase cells; HEK293T ELG1-luciferase reporter, luminescence, 16 h; Potency, µM (top dose mostly 46 µM), inactives show top-dose activity change, positive = activation, actives largely listed as activators; hit rate 1.3% among 330,000; further: potency means the concentration at half of the fitted maximal effect; % of control where 0% means no effect; nearly all actives have a fitted effect of over 60% in size
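16 hr compound incubation (37 °C, 5% CO2) of HEK293T cells carrying luciferase-tagged ELG1; luciferase then measured by ONE-Glo luminescence after 30 min at RT.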
Tb PFK block: blocks T. brucei phosphofructokinase; O15648; T. brucei PFK, ADP-Glo luminescence; Potency, µM (series often up to 57.5 µM), inactives show at the top dose activity, negative = inhibition, actives largely listed as inhibitors; hit rate 0.17% among 330,000;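 further: potency means the concentration at half of the fitted maximal effect; 0% = uninhibited 1x PFK enzyme wells and -100% = no-enzyme wells; nearly all actives have a fitted effect of over 60% in size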
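1.25 nM PFK with 0.5 mM F6P and 0.1 mM ATP in 0.1 M TEA pH 8.0, 5 mM MgCl2, incubated 45 min at room temperature; ADP measured by ADP-Glo luminescence; compounds titrated up to 57 uM.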
* marks the source's active call; other numbers are inactive results; ? = inconclusive; / = no result given; [ ] = remark or other dose. Unless noted, the call rests on the fitted dose curve; in most records, active means well fitted curve in the direction sought with a large enough effect; inconclusive means small, poorly fitted or top-dose-only effect, or another doubt; inactive means no such curve, though single readings can be large; an effect the other way counts as inactive or inconclusive.

Start of the data: the first five records as a preview:
No. | Structure | NPC1 promoter act | BRCA1 expr up | p53 reactivation | FLuc counter | RORg inh | TRPV1 ag
1 | O=S(=O)(c1cccc2cccnc12)N1CCN(Cc2ccc3c(c2)OCO3)CC1 | 1% | -27% | -4% | -1% | -3% | 0
2 | CC(C)C(=O)NNS(=O)(=O)c1ccccc1[N+](=O)[O-] | -2% | -7% | -7% | -1% | -15% | -1
3 | COc1ccc(S(=O)(=O)N2CCOCC2)cc1NC(=O)c1ccc(Cl)cc1 | 0% | -4% | -3% | 1% | / | 16
4 | COc1ccc(CCN2CC(C(=O)NCCN3CCNC3=O)CCC2=O)cc1 (centres undefined) | 0% | 25% | -2% | 3% | -13% | -7
5 | COC(=O)CNC(c1ccccc1Cl)c1cc(Br)ccc1NS(=O)(=O)c1ccc(C)cc1 (centres undefined) | -2% | -40% | 1% | 4% | -39% | 3

No. | Gal4-VP16 FLuc | Rab9 prom act | ELG1 repair inh | ELG1 genotox | Tb PFK block
1 | 0% | -4% | 0% | 0% | 2%
2 | 6% | 1% | 8% | -1% | -1%
3 | / | -4% | 5% | -3% | -9%
4 | -16% | 4% | 22% | 1%[9.26 µM] | 0%
5 | -14% | 1% | 13% | -6% | 0%

The whole of this part, from the first entry:
No. | Structure | NPC1 promoter act | BRCA1 expr up | p53 reactivation | FLuc counter | RORg inh | TRPV1 ag
1 | O=S(=O)(c1cccc2cccnc12)N1CCN(Cc2ccc3c(c2)OCO3)CC1 | 1% | -27% | -4% | -1% | -3% | 0
2 | CC(C)C(=O)NNS(=O)(=O)c1ccccc1[N+](=O)[O-] | -2% | -7% | -7% | -1% | -15% | -1
3 | COc1ccc(S(=O)(=O)N2CCOCC2)cc1NC(=O)c1ccc(Cl)cc1 | 0% | -4% | -3% | 1% | / | 16
4 | COc1ccc(CCN2CC(C(=O)NCCN3CCNC3=O)CCC2=O)cc1 (centres undefined) | 0% | 25% | -2% | 3% | -13% | -7
5 | COC(=O)CNC(c1ccccc1Cl)c1cc(Br)ccc1NS(=O)(=O)c1ccc(C)cc1 (centres undefined) | -2% | -40% | 1% | 4% | -39% | 3
6 | CCn1c(=NC(=O)CN2C(=O)CCC2=O)sc2c(OC)ccc(OC)c21 | 0% | -10% | -1% | 6% | -9% | 23
7 | COc1cc(-c2nnc(SCC(=O)Nc3ccc4c(c3)OCCO4)o2)cc(OC)c1OC | 1% | -26% | 1% | ? | -13% | 3
8 | Cc1ccc(NC(=O)NN(C)c2c(Cl)c(Cl)nn2C)cc1 | -4% | -1% | 9% | -1% | 18% | 1
9 | COc1ccc(NC(=O)Nc2cccnc2)c(OC)c1 | 1% | 0% | -7% | -10% | 6% | 4
10 | Cc1noc(C)c1C(=O)N1CCc2ccccc21 | -1% | -6% | 7% | 0% | 24% | -1
11 | CCCCC(=O)Nc1cccc(NC(=O)C(C)C)c1 | 0% | 1% | -6% | 3% | 5% | -5
12 | CC1CCC2(CC1)SCC(=O)N2c1ccc(F)cc1 (centres undefined) | -3% | -40% | -4% | -1% | -3% | -6
13 | C[S+](CC[C@H](N)C(=O)O)C[C@H]1O[C@@H](n2cnc3c(N)ncnc32)[C@H](O)[C@@H]1O (some centres undefined) | -3% | -21% | 5% | 0% | 22% | 0
14 | Cc1cc(Br)ccc1N=C1C(=O)Nc2ccccc21 | -15% | -8% | -2% | -2% | -12% | -3
15 | O=C(NCc1ccccc1CN1CCCCC1)c1ccccc1N1CCCC1=O | 1% | -18% | ? | / | / | 2

No. | Gal4-VP16 FLuc | Rab9 prom act | ELG1 repair inh | ELG1 genotox | Tb PFK block
1 | 0% | -4% | 0% | 0% | 2%
2 | 6% | 1% | 8% | -1% | -1%
3 | / | -4% | 5% | -3% | -9%
4 | -16% | 4% | 22% | 1%[9.26 µM] | 0%
5 | -14% | 1% | 13% | -6% | 0%
6 | 0% | 9% | -8% | 4% | 4%
7 | -12% | 2% | 6% | 6% | 1%
8 | 6% | -3% | 9% | -3% | 2%
9 | 8% | -2% | 7% | 3% | -22%
10 | 4% | ? | -3% | 1% | 7%
11 | 5% | -7% | 1% | 1% | -1%
12 | -19% | -2% | 0% | -3% | -6%
13 | -2% | -2% | 22% | 3% | -1%
14 | 5% | -7%[1.84 µM] | 24% | -8% | -14%
15 | / | 1% | 1% | 3% | 0%

New compounds follow.
No. | Structure | NPC1 promoter act | BRCA1 expr up | p53 reactivation | FLuc counter | RORg inh | TRPV1 ag
16 | O=C(NCC1(N2CCCCC2)CCCCC1)c1ccc(NS(=O)(=O)c2ccc(F)cc2)cc1 | -4% | -18% | 8% | 7% | / | 1
17 | COc1ccccc1C1C=C(c2ccc(Cl)cc2)Nc2nc(N3C(=O)CCC3=O)nn21 (centres undefined) | -5% | 5% | -5% | 3% | 27% | -1
18 | O=C(CN1C(=O)NC(Cc2c[nH]c3ccccc23)C1=O)NC1CCCCC1 (centres undefined) | -5% | 6% | -5% | 6% | / | -2
19 | CCc1cc(/C(Cc2ccccn2)=N\O)c(O)cc1O | -2% | -34% | 12% | -7% | ? | 10
20 | Cc1cccc(Oc2sc(C(=O)c3ccccc3)c(N)c2C#N)c1C | -3% | -76% | 2% | -1% | -14% | 10
21 | O=C(NCCN1CCOCC1)N1c2ccccc2Sc2ccccc21 | 1% | 17% | -3% | 4% | 12% | 0
22 | Cc1ccc(C(CNS(=O)(=O)c2ccc(F)cc2)N2CCN(C)CC2)cc1 (centres undefined) | -4% | -6% | 0% | 5% | / | 5
23 | CN1CCN(CC(=O)Nc2nc(-c3c[nH]c4ccccc34)cs2)CC1 | 1% | 1% | ? | ? | 31% | 0
24 | Cc1cc2ccccn2c1C(=O)c1ccc(F)cc1 | -3% | -1% | 9% | -1% | 52% | 5
25 | CC(C)Oc1ccc(CCNC(=O)C2CCC(=O)N(C3CCCCCC3)C2)cc1 (centres undefined) | 0% | -17% | -7% | -1% | 11% | 5
26 | C/C(=N\NC(=O)COc1ccc(C)cc1C(C)C)c1cc2ccccc2o1 | 19% | ? | ? | 3.4µM* | -6% | -1
27 | Cc1ccc(C)c(S(=O)(=O)Nc2ccc(O)c(C(=O)O)c2)c1 | -1% | 0% | 3% | ? | -19% | 1
28 | O=C(O)CCCC(=O)N1N=C(c2c(-c3ccccc3)c3cc(Cl)ccc3[nH]c2=O)CC1c1cccs1 (centres undefined) | -2% | -20% | -7% | 3% | 24% | -2
29 | CCn1c(=O)n(CC(=O)Nc2cccc(OC)c2)c(=O)c2ccccc21 | -1% | -3% | -10% | 2% | 24%[0.365 µM] | 4
30 | CCOc1ccc(NC(=O)N2CCCC2C(=O)NCC2CCCO2)cc1 (centres undefined) | -2% | 10% | -1% | -2% | -25% | 0

No. | Gal4-VP16 FLuc | Rab9 prom act | ELG1 repair inh | ELG1 genotox | Tb PFK block
16 | / | -7% | -5% | 1% | 2%
17 | -9% | 6% | 0% | 13% | -1%
18 | / | 0% | 4% | 0% | 0%
19 | ? | -17% | ? | 0% | -9%
20 | 1% | 5% | ? | -6% | 1%
21 | -1% | 1% | 1% | 0% | 1%
22 | / | -5% | 2% | 0% | -12%
23 | 4% | 23% | ? | 17% | 1%
24 | 3% | -1% | -13% | 2% | -2%
25 | -5% | -10% | 0% | -1% | 2%
26 | -2% | 11% | ? | 2% | -5%
27 | 1% | -2% | ? | 2% | 1%
28 | -16% | -6% | 10% | 1% | 0%
29 | / | -10% | 17% | 4% | -12%
30 | 0% | -2% | 11% | 0% | -2%

Carrying on.
No. | Structure | NPC1 promoter act | BRCA1 expr up | p53 reactivation | FLuc counter | RORg inh | TRPV1 ag
31 | O=C(NCCCc1ccccc1)c1cccc(S(=O)(=O)N2CCOCC2)c1 | -2% | -4% | -1% | 8% | / | ?
32 | S=C(NC12CC3CC(CC(C3)C1)C2)N1CCOCC1 | -3% | 3% | -2% | ? | 2% | 0
33 | Fc1ccc(C2=Nc3cccc4cccc(c34)N2)cc1 | 16% | -24% | 5% | 15µM* | -27% | -9
34 | COc1ccc(-c2n[nH]c(=S)n2CC(C)C)cc1 | 0% | -1% | 2% | 0% | 10µM* | 0
35 | O=C(c1ccco1)N1N=C(c2ccc(Br)cc2)CC1c1ccco1 (centres undefined) | -3% | 1% | -13% | ? | / | 1

No. | Gal4-VP16 FLuc | Rab9 prom act | ELG1 repair inh | ELG1 genotox | Tb PFK block
31 | / | 3% | -1% | 0% | -7%
32 | -10% | 1% | 1% | 0% | -2%
33 | 1% | ? | -4% | 1% | -2%
34 | ? | 4% | -2% | 0% | 15%
35 | / | -8% | 11µM* | -2% | -3%

Compound activity from PubChem BioAssay.
